From PubChem
bCat KO growth: beta-catenin-lacking colon tumor cell growth suppression | HCT116 beta-catenin knockout viability, CellTiter-Glo, 60 h; hits give low values | viability, % at 10 µM | AID 818 | 140,000 tested, 1.5% active;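 active means viability at or under a set limit, the compound median less 4 SD, cut at about 6% in these data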;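 further: 0% = Hyamine 1622 control at 20 µM and 100% = untreated cell control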
BB579 growth dn: chemicals that inhibit yeast BB579 growth in restrictive medium (lifespan-shortening candidates); 140,000 tested, 0.51% active; AID 804; inhibition, % at 10 µM; S. cerevisiae BB579 growth, OD615, 48 h;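 active means inhibition above a set limit, 3 SD over the mean compound inhibition, cut at about 44% in these data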; further: inactives centre near -24
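Test system: Saccharomyces cerevisiae DeaD strain BB579, replicative lifespan model yeast | Buffer or medium: Restrictive CSMM-D medium | Doses: One dose, 10 µM compound with 0.25% DMSO | Incubation: 48 h exposure, 30 °C | Detection: Culture absorbance at 615 nm | Control set: Amphotericin B at 10 µg/mL as positive control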
MRP-1 activ: MRP-1 activation | H69AR cells + doxorubicin, viability rescue, CellTiter-Glo | viability increase, % at 10 µM | 140,000 tested, 0.61% active | AID 799;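 active means viability gain under doxorubicin at or above a set limit, the compound median plus 3 SD, cut at about 4.7% in these data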;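 further: MRP-1 overexpressing cells given doxorubicin 25 µM after compound pretreatment; 18-22 h compound pretreatment then 72 h with doxorubicin before readout; 0% = doxorubicin-only wells and 100% = vehicle-treated cells without doxorubicin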
HCT116 PTEN-null: suppresses growth of cells with PTEN deletion. 140,000 tested, 1.2% active. HCT116 PTEN-null viability, CellTiter-Glo, 60 h; hits give low values. viability, % at 10 µM;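 active means viability at or below a set limit, 4 SD under the median of all tested compounds, cut at about 3.7% in these data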;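 further: PTEN knockout HCT116 line with beta catenin targeted HCT116 as companion control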
Measles CPE: protection of cells from measles virus | Measles virus-infected cells, CPE protection, absorbance | protection (pct of control), % at 4 µM | 140,000 tested, 1.5% active | AID 841; in the data active means protection mostly above about 24%, no sharp cut-off; inactive means mostly below about 26%; further: some compounds called inactive have numbers as strong as hits
E-sel TNF inh: blocks E-selectin expression induced by TNF alpha; HUVEC TNFa-induced E-selectin immunofluorescence, high content; inhibition, % at 2 µM; 120,000 tested, 0.71% active; AID 1246;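 active means inhibition above the batch mean plus 3 SD, and confirmed as a hit on visual image review, cut at about 43% in these data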;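 further: 0% = TNF-stimulated DMSO wells and 100% = unstimulated control wells; not every result past the cut was called active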
GALR2 blocker: GALR2 (human) receptor antagonism; O43603; GALR2-expressing cells, antagonist mode; inhibition, % at 4 µM; 140,000 tested, 0.39% active; in the data active means inhibition above about 27%;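 further: cells stimulated with galanin 1-16 at roughly its EC80; 0% = agonist challenge control and 100% = basal control without agonist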
Target sequence (O43603 whole entry, looked up): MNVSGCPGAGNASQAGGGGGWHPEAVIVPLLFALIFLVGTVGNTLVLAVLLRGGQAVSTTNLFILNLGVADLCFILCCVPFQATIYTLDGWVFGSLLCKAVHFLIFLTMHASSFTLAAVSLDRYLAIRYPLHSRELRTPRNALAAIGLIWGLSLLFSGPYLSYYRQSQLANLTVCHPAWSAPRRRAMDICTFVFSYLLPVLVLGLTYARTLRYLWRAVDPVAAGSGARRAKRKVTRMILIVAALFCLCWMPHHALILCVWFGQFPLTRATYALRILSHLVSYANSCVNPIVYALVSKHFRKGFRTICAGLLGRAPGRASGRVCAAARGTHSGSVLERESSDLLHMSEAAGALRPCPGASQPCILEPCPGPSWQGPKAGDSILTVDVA
Yeast lifespan up: extends the lifespan of yeast; AID 775; S. cerevisiae growth with nicotinamide, OD615; deaD strain in restrictive glucose medium; 130,000 tested, 0.68% active; inhibition of the nicotinamide effect, % at 10 µM;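 active means inhibition above a set limit, placed 3 SD over the median of all compounds, cut at about 26% in these data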;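 further: 0% = nicotinamide-treated wells and 100% = cells grown without nicotinamide; some compounds called inactive have numbers as strong as hits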
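Assay system: DeaD-strain S. cerevisiae. Medium: CSMM-D glucose medium, restrictive. Reagent: nicotinamide, 1.5 mM, co-present with compound. Compound: 10 µM single point, 0.25% DMSO. Schedule: culture preincubation 4 h, compound exposure 48 h, both 30 °C. Detection: absorbance at 615 nm.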
Phagocytosis inh: blocks phagocytosis by macrophages | J774A.1 macrophage IgG-bead phagocytosis, imaging | inhibition, % at 5 µM | 110,000 tested, 0.07% active;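 active means inhibition above the mean of the plate negative controls plus 5 SD, cut at about 13% in these data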;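 further: phagocytic index as fraction of beads internalized from green versus red external bead signal; plate controls were DMSO negative control for no effect and cytochalasin-D positive control for full effect; some results beyond the cut were filed as inactive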
NPY-Y2 antag: NPY-Y2 (human) receptor antagonism; P49146; NPY-Y2 expressing cells, antagonist mode; inhibition, % at 2.7 µM; 140,000 tested, 0.99% active; in the data active means inhibition above about 17%;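 further: 0% = vehicle with agonist challenge and 100% = reference antagonist with challenge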
Target sequence (P49146 whole entry, looked up): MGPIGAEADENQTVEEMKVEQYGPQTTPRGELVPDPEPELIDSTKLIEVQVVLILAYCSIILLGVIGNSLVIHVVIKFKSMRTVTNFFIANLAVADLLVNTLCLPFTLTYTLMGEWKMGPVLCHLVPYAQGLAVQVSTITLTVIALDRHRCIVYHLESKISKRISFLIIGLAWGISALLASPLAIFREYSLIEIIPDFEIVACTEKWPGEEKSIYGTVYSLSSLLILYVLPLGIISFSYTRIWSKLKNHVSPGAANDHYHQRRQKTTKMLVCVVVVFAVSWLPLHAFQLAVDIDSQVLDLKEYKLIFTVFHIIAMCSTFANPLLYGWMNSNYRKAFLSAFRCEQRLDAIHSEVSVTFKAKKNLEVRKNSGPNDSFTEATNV
Numbers without * were called inactive; x = not tested or not shown.

Every second line gives: bCat KO growth, BB579 growth dn, MRP-1 activ, HCT116 PTEN-null, Measles CPE, E-sel TNF inh, GALR2 blocker, Yeast lifespan up, Phagocytosis inh, NPY-Y2 antag
O=C1c2ccccc2C(=O)N1c1nc2nccc(-c3ccccc3)n2n1
  82, -52, -0.8, 77, 5, 9, -7, -15, 0, -1
Cc1ccc(-c2cn3c(n2)CCCC3)cc1
  94, -19, -0.7, 90, 5, 15, 8, -4, 1, 7
O=C(O)CCN1CC2([N+](=O)[O-])C=CC(=O)C([N+](=O)[O-])(C1)C2CC(=O)c1ccccc1 (stereo not given)
  91, -21, -1.9, 87, 12, x, -4, 5, 11, 8
COCCN(C(=O)c1ccco1)c1nnc(-c2ccc(OC)cc2)s1
  96, -8, -0.9, 104, 6, -22, 4, -13, x, -3
CCOP(=O)(c1ccccc1Cl)C1(O)CCCCC1 (stereo not given)
  106, -40, 0.4, 101, 27, 14, -2, -2, 0, 0
CCOC(=O)C1CCCN(C(=O)c2cc3nc(-c4ccc5c(c4)OCO5)cc(C(F)(F)F)n3n2)C1 (stereo not given)
  22, -24, -1.7, 21, 3, -2, 5, -9, x, 1
Clc1cccc(NC2=NCCC2)c1
  90, -2, -2.1, 90, 12, -48, 19, -1, -4, 2
Brc1ccc2nc3c(n2c1)CCCC3
  85, -10, 0.7, 84, 3, 5, -3, 7, 0, 2
O=C(Cc1ccccc1)Nc1ccc2oc(-c3cccnc3)nc2c1
  94, -14, -1.6, 86, 9, 9, 11, 9, 2, -1
CC1CCCCC1NC(=O)CN(C)S(=O)(=O)c1cccc2nsnc12 (stereo not given)
  96, -17, 0.4, 92, 8, -8, 1, 2, 0, 0
N#CC1=C(N)N(c2ccc(Br)cc2)C2=C(C(=O)CCC2)C1c1cccnc1 (stereo not given)
  83, -47, -4.8, 86, 12, 4, 21, -5, 6, 4
O[C@@H](CNC[C@H](O)c1ccccc1)c1ccccc1
  97, -29, -0.2, 94, 10, 7, 15, x, x, 3
Cc1nn(-c2ccccc2)c(C)c1/C=N/NC(=O)c1cc(C2CC2)[nH]n1
  101, -1, -0.8, 99, 3, -55, 8, -2, -2, 1
CC(C(=O)O)C1SC(=O)NC1=O (stereo not given)
  90, 1, 1.4, 101, 11, 70*, 1, -4, 1, 0
Cc1ccc(OCCNC(=O)c2cncc(Br)c2)cc1C
  80, -12, 2.1, 90, 19, -37, 10, -19, -1, 7
CC(=O)[C@H]1[C@@H]2C(=O)N(c3cccc(Cl)c3)C(=O)[C@@H]2[C@H]2c3ccccc3C=CN21
  90, -48, -1.3, 91, 3, 5, 13, -9, 0, 3
O=C1c2ccccc2C(O)N1c1ccc(Cl)cc1 (stereo not given)
  103, -12, 4.6, 91, 22, 19, -11, -14, 0, -1
COCCOC(=O)C1=C(C)Nc2nc(C)nn2C1c1ccccc1 (stereo not given)
  110, -16, -1.0, 97, 27, 14, -7, -16, -1, 6
C=CC1C(N2CCOCC2)C(C)(C)S1(=O)=O (stereo not given)
  96, -31, 0.0, 102, 3, -21, 10, -7, 0, 3
O=C(NCCOC(=O)c1ccncc1)c1ccccc1
  89, -47, -0.8, 102, 15, -10, 2, -10, 0, 1
CCc1nc(SCC(=O)N2CCOCC2)c2c(=O)n(C)c(=O)n(C)c2n1
  96, -28, 0.0, 98, 17, 19, 0, 1, 5, -1
CC1=CCC2C(=O)N(c3ccc(C(=O)N4CCCCCC4)cc3)C(=O)C2C1 (stereo not given)
  106, -2, -0.7, 105, 18, 1, -8, -13, -1, -2
Cc1c(NS(=O)(=O)c2ccc3c(c2)OCCO3)cccc1-c1nc2cccnc2s1
  66, -14, -2.3, 63, 3, -20, -7, -14, 1, 2
Cn1c(=O)c(-c2cc(Br)ccc2N)nc2ccccc21
  87, -1, -1.9, 90, 14, 2, 1, -13, 0, 3
O=C(NCCc1cn2ccccc2n1)c1ccccc1F
  98, -17, -2.8, 76, 7, -13, -9, -9, 0, -1
Cc1cnc(C(=O)OCC(=O)N2CCN(C(=O)c3ccco3)CC2)cn1
  94, -12, 0.7, 108, 22, x, -2, -9, -1, 0
Cn1c(=O)c2cn3ncccc3c2n(C)c1=O
  97, 15, -1.3, 104, 2, -1, 5, -8, -2, 2
Cc1sc2nc(CSc3nc4ccccc4c(=O)n3CCCN3CCOCC3)[nH]c(=O)c2c1C
  42, -47, -2.4, 32, 14, -10, -1, -12, 0, 4
CCC(C)S(=O)(=O)c1snnc1C (stereo not given)
  89, -8, 1.1, 101, 19, -13, -12, 0, x, 0
COc1ccccc1NS(=O)(=O)c1cc(NC(=O)c2ccncc2)ccc1N1CCOCC1
  61, -47, 0.4, 71, 3, x, -2, 2, x, 1

Exported as labelled records: entries from further up.
Clc1cccc(NC2=NCCC2)c1
  bCat KO growth: 90 | BB579 growth dn: -2 | MRP-1 activ: -2.1 | HCT116 PTEN-null: 90 | Measles CPE: 12 | E-sel TNF inh: -48 | GALR2 blocker: 19 | Yeast lifespan up: -1 | Phagocytosis inh: -4 | NPY-Y2 antag: 2

Brc1ccc2nc3c(n2c1)CCCC3
  bCat KO growth: 85 | BB579 growth dn: -10 | MRP-1 activ: 0.7 | HCT116 PTEN-null: 84 | Measles CPE: 3 | E-sel TNF inh: 5 | GALR2 blocker: -3 | Yeast lifespan up: 7 | Phagocytosis inh: 0 | NPY-Y2 antag: 2

O=C(Cc1ccccc1)Nc1ccc2oc(-c3cccnc3)nc2c1
  bCat KO growth: 94 | BB579 growth dn: -14 | MRP-1 activ: -1.6 | HCT116 PTEN-null: 86 | Measles CPE: 9 | E-sel TNF inh: 9 | GALR2 blocker: 11 | Yeast lifespan up: 9 | Phagocytosis inh: 2 | NPY-Y2 antag: -1

CC1CCCCC1NC(=O)CN(C)S(=O)(=O)c1cccc2nsnc12 (stereo not given)
  bCat KO growth: 96 | BB579 growth dn: -17 | MRP-1 activ: 0.4 | HCT116 PTEN-null: 92 | Measles CPE: 8 | E-sel TNF inh: -8 | GALR2 blocker: 1 | Yeast lifespan up: 2 | Phagocytosis inh: 0 | NPY-Y2 antag: 0

Three of the entries above in order of the Yeast lifespan up value, high to low:
Compound	BB579 growth dn	Measles CPE	E-sel TNF inh	GALR2 blocker	Yeast lifespan up	Phagocytosis inh	NPY-Y2 antag
Brc1ccc2nc3c(n2c1)CCCC3	-10	3	5	-3	7	0	2
COc1ccccc1NS(=O)(=O)c1cc(NC(=O)c2ccncc2)ccc1N1CCOCC1	-47	3	x	-2	2	x	1
CC1=CCC2C(=O)N(c3ccc(C(=O)N4CCCCCC4)cc3)C(=O)C2C1 (stereo not given)	-2	18	1	-8	-13	-1	-2

Next section:
Every second line gives: bCat KO growth, BB579 growth dn, MRP-1 activ, HCT116 PTEN-null, Measles CPE, E-sel TNF inh, GALR2 blocker, Yeast lifespan up, Phagocytosis inh, NPY-Y2 antag
O=C(Cn1nnc(-c2ccccc2)n1)OCc1ccccc1
  91, -28, -1.4, 104, 10, -7, 5, -6, x, 2
O=C1C2C3C=CC(C4CC34)C2C(=O)N1c1nccs1 (stereo not given)
  77, -10, -0.1, 101, 8, x, -8, 9, -6, 1
COc1ccc(CCNC2CC(=O)N(C)C2=O)cc1OC (stereo not given)
  96, -19, -1.9, 99, 8, x, -8, 1, 1, 4
COCCNCCCOc1ccc(C(C)(C)c2ccccc2)cc1
  70, -34, -2.2, 81, 6, x, -5, 7, 9, 4
CSc1nccc(Nc2ccccc2)c1C#N
  88, -28, -3.0, 81, 3, x, 15, -12, -1, 5
CC1CCc2nc(N)c(C#N)c(-c3ccncc3)c2C1 (stereo not given)
  92, -9, -2.2, 96, 19, -1, 7, -29, 0, -2
CCOC(=O)CNC=C(C(=O)OCC)C(=O)OCC
  93, -54, -0.9, 107, 3, 20, -7, -8, 0, 0
CC1Cc2ccccc2N1c1nc(C2CC2)nc2c1nnn2Cc1ccccc1 (stereo not given)
  85, -18, -4.2, 75, 22, -8, -2, x, x, 1
Cc1ccc(C(=O)CSc2nc(N)cc(=O)[nH]2)cc1
  97, -23, -1.9, 79, 6, x, 3, -3, 0, 3
COc1ccccc1/C=C(\NC(=O)c1ccc(OC)c(OC)c1)C(=O)Nc1ccc([N+](=O)[O-])cc1
  98, -19, -1.7, 97, 8, 1, -1, 5, -12, 2
COc1ccc(NC(=O)c2cc3ccccc3o2)cc1
  65, -30, -1.5, 61, 20, -40, 4, -11, 0, 5
O=C1C2C3C=CC(C3)C2C(=O)N1Cc1ccc(CN2C(=O)C3C4C=CC(C4)C3C2=O)cc1 (stereo not given)
  92, -16, -1.8, 97, 38*, 14, 2, -7, 0, 2
CCN(CC)S(=O)(=O)c1ccc(-c2ccc(S(=O)(=O)N(CC)CC)cc2)cc1
  95, -66, -0.3, 105, 5, -22, -11, -8, -1, 4
Cc1cccc(/C(N)=N/OC(=O)C23CC4CC(CC(C4)C2)C3)c1
  74, 5, -4.6, 82, 1, -2, -6, 0, -1, 4
O=C(CSc1nc2ccccc2c(=O)n1NC(=O)c1ccccc1)c1ccc(Cl)cc1
  85, -56, -0.6, 85, 7, 17, -6, 7, x, 7
CCOc1cc(CNCCSc2nnnn2C)cc(Br)c1OCc1ccccc1
  48, -8, -5.5, 63, 4, -5, -13, -15, 0, 9
O=C(CN1CCN(c2ncccn2)CC1)N1CCCc2c1c(=O)oc1ccc(O)cc21
  97, -4, -6.4, 90, 10, -11, -5, x, x, 1
CCOC(=O)c1c(-c2ccc(OC)cc2)csc1NC(=O)CSc1ccccc1
  74, -26, 3.1, 67, 6, -7, 3, -2, -2, 4
COC(=O)c1ccccc1NC(=O)c1sc(N)nc1C
  103, -1, -0.3, 109, 22, x, 1, -13, -1, 0
CCN(CC)CCN1C(=O)C(=O)/C(=C(/O)c2ccncc2)C1c1ccccc1F (stereo not given)
  91, 13, -3.8, 94, 18, 8, -3, -1, 0, -2
CCOC(=O)c1ccc2c(c1)n(CC)c(/C=C/N(C)c1ccccc1)[n+]2CC
  14, -23, -2.3, 18, 5, x, 19, 7, -4, 14
COP(=O)(OC)c1nc(-c2cccc3ccccc23)oc1NCCc1ccccc1
  90, -6, -0.1, 83, 6, -2, -12, 4, -7, 7
O=C(c1ccccc1)c1c2c(cc3sc4ccccc4[n+]13)-c1cccc3cccc-2c13
  2.1*, -23, -5.3, 2.3*, 6, x, 11, 1, 10, 4
CCc1ccc(NC(=O)c2noc3c2CCCCC3)cc1
  93, -35, 0.1, 82, 6, 5, 3, -21, -2, 1
O=C(NCCN1CCCCCC1)c1ccc(N2CCCC2=O)cc1
  88, -4, -0.2, 106, 16, -4, -3, -15, -1, -1
Cc1ccc(C(=O)C(C)OC(=O)c2n[nH]c(=O)c3ccccc23)cc1 (stereo not given)
  100, -15, -1.7, 101, 12, -62, -3, 3, 1, 3
Cc1cc(C)c(C(N)=O)c(SCC(=O)c2ccc(Cl)cc2)n1
  26, -61, -0.4, 48, 9, 3, 4, -7, x, 0
